MMP13 inh = human MMP13 inhibitors, primary screen, biochemical, FRET peptide cleavage | MMP-13 fTHP FRET cleavage, Mca fluorescence | 0.07% of 65,000 active | inhibition, % at 4 µM | Collagenase 3 (Homo sapiens), P45452 | AID 570, 2006;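 active = inhibition above the mean of compound-free control plate wells plus 3 SD, cut at about 14% in these data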;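 also: 0% = DMSO wells and 100% = wells with reference MMP-13 inhibitor after basal subtraction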
JNK3 blocker = JNK3 kinase activity inhibitors, primary screen, biochemical, human, purified enzyme; inhibition, % at 8 µM; Mitogen-activated protein kinase 10 (Homo sapiens), P53779; 0.61% of 60,000 active; HTS; in the data active = inhibition above about 17%;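 also: 0% = DMSO and 100% = reference inhibitor; many of its hits are not listed in these tables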
Target sequence (P53779 whole entry, looked up): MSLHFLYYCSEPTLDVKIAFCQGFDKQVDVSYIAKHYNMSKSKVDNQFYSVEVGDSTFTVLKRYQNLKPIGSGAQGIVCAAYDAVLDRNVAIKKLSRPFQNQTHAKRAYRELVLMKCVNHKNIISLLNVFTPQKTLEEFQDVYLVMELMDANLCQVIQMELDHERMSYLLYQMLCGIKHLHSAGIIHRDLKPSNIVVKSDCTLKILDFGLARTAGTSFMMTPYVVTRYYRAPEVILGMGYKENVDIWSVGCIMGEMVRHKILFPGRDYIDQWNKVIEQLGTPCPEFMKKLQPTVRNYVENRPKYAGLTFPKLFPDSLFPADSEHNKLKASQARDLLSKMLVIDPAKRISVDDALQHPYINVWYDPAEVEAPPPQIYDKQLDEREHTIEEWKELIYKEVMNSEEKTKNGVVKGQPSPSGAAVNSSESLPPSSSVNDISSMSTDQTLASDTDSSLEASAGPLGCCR
AP complement = alternative complement pathway inhibitors, primary screen, biochemical, ELISA, human serum, orthogonally pooled compounds; 0.08% of 62,000 active; LPS-coated ELISA, C3 deposition; tested in compound mixtures; inhibition, % at 5 µM;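 active = inhibition above 30% in each of the two pooled mixtures holding the compound, so the lower value exceeds 30%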;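 also: 0% = serum in Mg-EGTA without compound and 100% = EDTA serum blank; some compounds past the cut are filed as inactive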
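Assay system: Human serum alternative complement pathway, C3 deposition on LPS-coated wells | Incubation: 1 h serum-compound exposure at 37 °C | Doses: 5 µM per compound in ten-compound mixtures | Read-out: Percent inhibition | Technique: ELISA with HRP anti-human C3 antibody, TMB substrate, absorbance 450 nm | Replication: Two pool placements per compound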
FXIa mix inh = FXIa protease inhibitors in compound pools, primary screen, biochemical, 10-compound mixtures; inhibition, % at 5 µM; 0.19% of 62,000 active; AID 680, 2007; Coagulation factor XI (Homo sapiens), P03951; purified FXIa, fluorogenic substrate, pooled mixtures;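 also: each value is inhibition by a whole ten-compound pool holding the compound; 0% = enzyme with no mixture and 100% = wells lacking enzyme; strong numbers were not always called active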
Hsp90 block = tumor Hsp90 inhibitors, primary screen, cell lysate, fluorescence polarization, NCI-N417 lysate; Cy3B-geldanamycin FP displacement; Heat shock protein HSP 90-alpha (Homo sapiens), P07900; 0.35% of 64,000 active; inhibition, % at 30 µM;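 active = inhibition above 50%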;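 also: 0% = tracer plus lysate wells and 100% = tracer alone without lysate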
A340 absorber = compound light absorbance at 340 nm, profiling panel, artefact control, biochemical, MLSMR library, data from PS, PMK, MK assays. fold change at 10 µM. 65,000 tested, under 10 active. compound absorbance at 340 nm, fold over control. AID 708, 2007;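 active = at 10 µM dose, initial 340 nm absorbance at least 2 fold that of control wells; inactive = change under 2 fold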;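 also: initial absorbance extrapolated from kinetic A340 decline of NADH oxidation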
FXIIa inh mix = human factor XIIa inhibitors, primary screen, biochemical, pooled compound mixtures, fluorogenic substrate; Coagulation factor XII (Homo sapiens), P00748; inhibition, % at 5 µM; 0.2% of 62,000 active; purified FXIIa; AID 684, 2007;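 also: 0% = enzyme without compound and 100% = no enzyme blank; some results filed as inactive read as strong as hits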
Cdc25B inh = inhibitors of Cdc25B phosphatase catalytic domain, primary screen, biochemical, OMFP fluorescence; 0.1% of 65,000 active; inhibition, %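 (compounds tested at 10 µM final in the well)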; AID 368, 2006; M-phase inducer phosphatase 2 (Homo sapiens), P30305; recombinant Cdc25B, OMFP fluorescence Ex485/Em525; in the data active = inhibition above about 50%
Target sequence (P30305 whole entry, looked up, the tested form may be a part): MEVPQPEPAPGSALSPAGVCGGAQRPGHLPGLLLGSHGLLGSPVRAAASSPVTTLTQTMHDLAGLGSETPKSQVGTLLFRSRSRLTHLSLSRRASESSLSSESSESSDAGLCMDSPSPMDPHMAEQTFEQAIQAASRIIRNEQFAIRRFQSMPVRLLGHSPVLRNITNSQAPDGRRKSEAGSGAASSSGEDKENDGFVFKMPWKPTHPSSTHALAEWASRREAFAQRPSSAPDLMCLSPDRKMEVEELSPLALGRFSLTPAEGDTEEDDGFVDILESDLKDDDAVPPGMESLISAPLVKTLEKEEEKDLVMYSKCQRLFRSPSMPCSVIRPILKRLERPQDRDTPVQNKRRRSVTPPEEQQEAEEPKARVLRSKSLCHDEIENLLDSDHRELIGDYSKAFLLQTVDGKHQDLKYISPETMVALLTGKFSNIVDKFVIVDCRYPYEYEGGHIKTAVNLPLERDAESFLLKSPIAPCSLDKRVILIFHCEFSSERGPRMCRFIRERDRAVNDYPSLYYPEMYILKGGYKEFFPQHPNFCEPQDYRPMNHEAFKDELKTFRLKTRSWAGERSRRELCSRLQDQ
DUSP1 inh = MKP-1 phosphatase inhibitors, primary screen, biochemical, in vitro | Dual specificity protein phosphatase 1 (Homo sapiens), P28562 | recombinant MKP-1, OMFP hydrolysis fluorescence | inhibition, %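 (compounds tested at a single concentration somewhere between 10 and 100 µM)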 | 0.15% of 65,000 active;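 active = inhibition above about 50%, limit read from the data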;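 also: 0% = DMSO max control wells and 100% = wells with enzyme stopped by NaOH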
Starred values were filed as active, the others as inactive; x = no result given; [ ] = dose if it differs, or a comment. Rule as the data show it, unless noted: active = inhibition above about 20% (passing the limit was not always enough); inactive = the rest.

SMILES	MMP13 inh	JNK3 blocker	AP complement	FXIa mix inh	Hsp90 block	A340 absorber	FXIIa inh mix	Cdc25B inh	DUSP1 inh
COc1ccc(-c2csc(NCc3ccco3)n2)cc1	0	x	-6	7	x	1.1	6	-7	-2
CCCCC(=O)N(CCOC)c1nnc(-c2ccc(OC)cc2)s1	3	3	-3	-6	5	1	7	9	-7
CCCC(C)C(=O)Nc1nnc(C)s1 (stereo not given)	0	-5	13	7	-3	1.1	-22	-2	11
CS(=O)(=O)c1ccc2nc(NC(NC(=O)c3ccco3)(C(F)(F)F)C(F)(F)F)sc2c1	-2	7	x	x	-3	1	x	10	-5
COc1ccccc1OCCC(=O)OCC(=O)NC(=O)NC(C)(C)C	4	x	-10	7	x	1.1	12	-6	16
CCOc1ccc(NC(=O)N(CCN(C)C)C(C)c2ccncc2)cc1 (stereo not given)	2	-4	13	14	0	1	3	6	12
CCCOc1nc(N)c(C#N)c(-c2ccccc2F)c1C#N	0	2	4	3	-9	1	5	9	7
Cc1[nH]c2ccccc2c1CCO	0	-7	14	-6	-2	1	2	-5	5
COc1ccc(-c2nnnn2C)cc1S(=O)(=O)NCCc1ccccc1	5	-3	16	-2	-1	1	-4	-2	1
CCCn1c2c(c(O)c(C(=O)Nc3nc(C)cs3)c1=O)CCCC2	-2	3	8	3	2	1.1	6	-4	-16
Cc1ccnc(NS(=O)(=O)c2ccc(NC(=O)C3CCCO3)cc2)n1 (stereo not given)	-1	1	14	8	0	1	0	-1	5
C1CCc2c(nnc3c2-c2nonc2CC3)C1	5	3	9	6	-2	1	0	6	-23
CCc1c(C)nc(N)n2c(SCC(=O)N3CCN(c4ccccc4OC)CC3)nnc12	1	0	7	0	-1	0.99	-19	-2	-1
CC1=[N+]([O-])C(N2CCOCC2)C(O)(c2ccccc2)C1 (stereo not given)	-6	-3	-8	3	3	0.99	2	-6	-33
COc1cc2c(cc1OC)CN(C(=O)CSc1nc(N)c(C#N)cc1C#N)CC2	-3	-2	0	6	-16	1.1	6	7	8
COC(=O)C(Cc1cnc[nH]1)NC(=O)C1CCC(=O)N1 (stereo not given)	0	-1	-20	-3	0	0.99	11	-10	-8
CCOc1nc(-c2ccc(C)cc2)ccc1-c1noc(COC)n1	-17[fluorescence artefact?]	6	-13	-3	-7	1	12	-15	-3
CCOC(=O)c1sc2nc(NC(=O)c3cccs3)sc2c1C	3	2	4	6	63*	1.1	9	3	12
O=C(O)CN1C(=O)CSc2ccccc21	5	x	-8	-1	3	0.98	2	-5	-19
CC(C)NS(=O)(=O)c1ccc(OCC(=O)Nc2ccc3c(c2)OCCO3)cc1	1	6	3	10	-7	0.99	1	-10	14
COc1ccccc1OCC(=O)N(Cc1nc(-c2ccc(Cl)cc2)no1)C(C)C	1	-3	3	-1	-1	1.1	6	-2	10
Cc1ccc(C(=O)Nc2ccccc2N2CCN(C(=O)C(C)C)CC2)cc1	-12	0	-5	5	5	0.97	9	-4	-13
Cc1nc2ccccc2c(=O)n1/N=C/c1ccncc1	2	1	10	4	-1	1	-1	-9	4
FC(F)(F)c1cccc(N2Cc3ccccc3C2)c1	3	-6	6	10	-5	0.97	5	-2	-7

Structural class: those above with an NH in an aromatic ring (2)
SMILES	MMP13 inh	JNK3 blocker	AP complement	FXIa mix inh	Hsp90 block	A340 absorber	FXIIa inh mix	Cdc25B inh	DUSP1 inh
Cc1[nH]c2ccccc2c1CCO	0	-7	14	-6	-2	1	2	-5	5
COC(=O)C(Cc1cnc[nH]1)NC(=O)C1CCC(=O)N1 (stereo not given)	0	-1	-20	-3	0	0.99	11	-10	-8

(more compounds)
SMILES	MMP13 inh	JNK3 blocker	AP complement	FXIa mix inh	Hsp90 block	A340 absorber	FXIIa inh mix	Cdc25B inh	DUSP1 inh
CCOc1ccc(-n2nnc3c(=O)n(CC(=O)c4ccccc4)cnc32)cc1	1	1	5	16	-2	1	7	4	8
COc1cc(-c2nc3cnccn3c2Nc2ccccc2)ccc1O	-28	-4	7	9	0	1.1	4	-2	15
Cc1sc(NC(=O)CSc2nnc(COc3ccccc3)n2C)c(C#N)c1C	0	-3	10	-18	0	1	0	0	4
CCOc1ccc(NCC(=O)Nc2ccc(C)cc2C)cc1	-4	-4	4	7	52*	1	9	14	-12
NC(=O)c1ccc(N2CCCCC2)c(N2C(=O)CCC2=O)c1	-2	3	21	8	-3	1	-1	-2	3
Cc1ccc(C)c(C(C)NC(=O)C2C3CCC(O3)C2C(=O)O)c1 (stereo not given)	1	6	12	3	2	1	-2	-6	-7
CCc1ccc2[nH]cc(C(=O)OCCOC)c(=O)c2c1	0	x	12	5	x	1	2	-4	1
CC(C)Cn1c(N)c(S(=O)(=O)c2cccs2)c2nc3ccccc3nc21	-240[fluorescence artefact?]	3	1	-7	-5	1.1	15	2	44
Cc1ccc(-c2cnc(N)n2C)cc1C	-2	3	10	0	3	0.98	9	-3	17
CCOC(=O)c1oc2ccccc2c1NC(=O)c1cccc(OC)c1OC	-2	4	3	3	-5	0.99	9	-15	0
O=S(=O)(c1ccc(OCC(O)CN2CCc3ccccc3C2)cc1)N1CCOCC1 (stereo not given)	-1	2	7	-1	-4	0.99	12	-13	14
Cc1onc(-c2ccccc2)c1C(=O)N1CCN(C/C=C/c2ccccc2)CC1	0	1	3	18	-2	1.1	-1	-13	11
C=C(C)Cn1c(CCNC(=O)CC)nc2ccccc21	7	x	-3	4	-1	0.98	2	3	0
COc1ccc(-c2noc(CCCC(=O)NCCc3ccccc3)n2)cc1OC	-3	2	12	8	-4	0.98	2	-12	-20
O=C(Cn1c(=O)n(CC2CCCO2)c(=O)c2ccccc21)c1ccccc1 (stereo not given)	2	-4	10	7	-1	0.97	5	-4	-2
COc1ccc(-n2nc3c(c2NC(=O)c2cc4ccccc4oc2=O)CS(=O)(=O)C3)cc1	-5	x	10	15	0	1.1	16	-1	28
CCN(CC)S(=O)(=O)c1ccc(NC(=O)C(OC)c2ccccc2)cc1 (stereo not given)	4	0	15	6	-5	1	3	-4	8
Cc1ccc(-c2nn(-c3ccccc3)cc2CN(Cc2ccccc2)C(=O)CCC(=O)O)o1	-47	5	8	9	-4	1	1	5	31
Cc1c(NC(=O)CSc2nc(-c3ccco3)cc(C(F)(F)F)n2)c(=O)n(-c2ccccc2)n1C	-2	1	x	x	-4	1.1	x	-2	19
COCCCn1c2nc3ccccc3nc2c2c(=O)n(Cc3ccc(Cl)cc3)cnc21	-7	-2	-8	-6	-1	1.1	9	7	21
CC(=O)N1CCN(CC(O)COc2ccc(OCc3ccccc3)cc2)CC1 (stereo not given)	-1	-4	12	2	2	1	0	-1	0
CCOC(=O)Cc1csc(NC(=O)Nc2ccccc2)n1	0	1	x	x	-3	1	x	-18	-1
COc1ccc(S(=O)(=O)N(CCCN2CCCC2=O)Cc2cc3c(C)ccc(C)c3[nH]c2=O)cc1	-13	3	6	-3	1	1	3	5	28
O=C(Nc1ccccc1O)c1ccc(Cl)cc1	-5	-2	5	4	2	1	4	-8	-29

4 compounds drawn at random from the list so far, as already listed:
SMILES	MMP13 inh	JNK3 blocker	AP complement	FXIa mix inh	Hsp90 block	A340 absorber	FXIIa inh mix	Cdc25B inh	DUSP1 inh
Cc1c(NC(=O)CSc2nc(-c3ccco3)cc(C(F)(F)F)n2)c(=O)n(-c2ccccc2)n1C	-2	1	x	x	-4	1.1	x	-2	19
O=C(Nc1ccccc1O)c1ccc(Cl)cc1	-5	-2	5	4	2	1	4	-8	-29
COc1ccc(-n2nc3c(c2NC(=O)c2cc4ccccc4oc2=O)CS(=O)(=O)C3)cc1	-5	x	10	15	0	1.1	16	-1	28
C=C(C)Cn1c(CCNC(=O)CC)nc2ccccc21	7	x	-3	4	-1	0.98	2	3	0

Other compounds:
SMILES	MMP13 inh	JNK3 blocker	AP complement	FXIa mix inh	Hsp90 block	A340 absorber	FXIIa inh mix	Cdc25B inh	DUSP1 inh
Cc1nc2sc(C(c3cccs3)N3CCN(c4cccc(Cl)c4)CC3)c(O)n2n1 (stereo not given)	4	0	3	7	0	1.1	2	-7	13
CCN(CC(=O)NC(C)C)C(=O)CCNC(=O)c1ccc(Cl)cc1	-1	2	-7	-4	1	0.98	3	-7	24
CCN1C(=O)/C(=C2/SC(C)=C(C)N2CC)SC1=S	5	-14	8	3	0	0.98	-18	-8	-15
Cc1ccc(S(=O)(=O)N(CC(=O)NCc2ccco2)Cc2ccccc2F)cc1	-6	4	6	5	-4	0.99	0	-2	4
NS(=O)(=O)c1ccc(CCNC(=O)NC2(C(F)(F)F)Oc3ccccc3O2)cc1	3	x	8	9	x	1	-13	x	x
O=C(COC(=O)C1CCCN1C(=O)c1cccs1)c1ccccc1 (stereo not given)	3	6	-6	-1	0	0.99	4	5	7
CCc1nnc(NC(=O)CSc2nnc(-c3c[nH]c4ccccc34)n2CC)s1	3	7	11	-17	-1	1	8	-2	-16
CCOC(=O)C1=C(C)NC(C)=C(C(=O)OCC)C1c1ccc(O)cc1	-14	3	10	6	-4	1.1	-3	-8	8
COc1cc(C(=S)N2CCC(C(N)=O)CC2)ccc1O	9	2	-6	2	-1	1	5	-8	2
Cc1nc(SCC(=O)c2c[nH]c3ccccc23)n[nH]1	4	0	0	19	-5	1	-1	-19	-5
COc1ccccc1C(=O)N1CCN=C1c1ccccc1	-2	11	-1	3	-17	1	6	-4	-5
Cc1ccc2nc(C3CCN(CC(=O)Nc4ccc5c(c4)OCCO5)CC3)[nH]c2c1	-1	9	13	7	-4	1	5	-19	1
CCCS(=O)(=O)N1CCC(C(=O)NCCCOCC)CC1	2	-6	12	-2	0	1	3	16	3
COC(=O)c1ccc(CSc2nnc(-c3ccncc3)o2)o1	4	-7	11	-16	0	1	9	-3	-2
CCOC(=O)C1=C(c2ccccc2)N(C)C(=O)NC1c1ccc(O)c(OC)c1 (stereo not given)	4	-2	12	6	1	0.99	2	-18	1

Whole records, looked up by structure. Order of screens: MMP13 inh, JNK3 blocker, AP complement, FXIa mix inh, Hsp90 block, A340 absorber, FXIIa inh mix, Cdc25B inh, DUSP1 inh
CCOC(=O)C1=C(C)NC(C)=C(C(=O)OCC)C1c1ccc(O)cc1 is entered as -14, 3, 10, 6, -4, 1.1, -3, -8, 8
Cc1ccc2nc(C3CCN(CC(=O)Nc4ccc5c(c4)OCCO5)CC3)[nH]c2c1 is entered as -1, 9, 13, 7, -4, 1, 5, -19, 1
CCc1nnc(NC(=O)CSc2nnc(-c3c[nH]c4ccccc34)n2CC)s1 is entered as 3, 7, 11, -17, -1, 1, 8, -2, -16
Cc1nc2sc(C(c3cccs3)N3CCN(c4cccc(Cl)c4)CC3)c(O)n2n1 (stereo not given) is entered as 4, 0, 3, 7, 0, 1.1, 2, -7, 13
CCN(CC(=O)NC(C)C)C(=O)CCNC(=O)c1ccc(Cl)cc1 is entered as -1, 2, -7, -4, 1, 0.98, 3, -7, 24

High-throughput results from PubChem BioAssay.
